Screening results as filed in PubChem BioAssay.
NSD2 HMT inh: NSD2 (human) methyltransferase inhibition; O96028; NSD2 peptide methylation, AlphaScreen, 120 min; inhibition, % at 12.5 µM; hit rate 0.54% among 310,000; AID 743445; in the data active means inhibition above about 50%
SR-BI HDL uptake: mouse SR-BI HDL lipid transfer inhibition | Q61009 | ldlA[mSR-BI] CHO cells, DiI-HDL uptake fluorescence, 3 h | inhibition, % at 12.5 µM | hit rate 0.96% among 320,000 | AID 488896;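 active means mean replicate inhibition of at least 70% and a set share of replicates each scoring 70 or more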;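 further: 0% = median of neutral control wells and 100% = median of positive control wells; values of inactives mirror those of a sister screen read the other way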
Wnt bcat act: Wnt/beta-catenin pathway activation; Wnt/beta-catenin reporter cell assay, activator, plate reader; activation, % at 9.35 µM; hit rate 1.2% among 300,000; AID 743398; in the data active means activation above about 30%, passing the limit was not always enough;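 further: 0% = neutral control wells and 100% = positive control wells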
CDK5 inh: blocks human CDK5/p35 kinase activity | Q00535+Q15078 | Recombinant CDK5/p35, ADP-Glo luminescence, 60 min | inhibition, % at 10 µM | hit rate 0.01% among 330,000 | AID 488839;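 active means highest replicate inhibition of at least 50% and at least 75% of replicates reaching 50%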;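 further: plate controls were DMSO neutral control for no effect and GW8510 at 10 µM for full effect; many of its hits are not listed in these tables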
V-ATPase pH: alters yeast V-ATPase proton transport | AID 504577 | response, % at 10 µM | S. cerevisiae, pHLuorin cytosolic pH fluorescence | hit rate 0.37% among 350,000; in the data active means response mostly above about 7.3%, no sharp cut-off; inactive means mostly below about 5.4%; further: actives read high; inactives centre near 0; some compounds called inactive have numbers as strong as hits; reference of the scale not given here
MITF TRPM1 HTS: activators of MITF-driven TRPM1 promoter activity in SK-MEL-5 cells; hit rate 0.75% among 300,000; AID 588334; activation, % at 12.5 µM; SK-MEL-5 TRPM1-promoter luciferase, 24 h; % of positive control, neutral wells = 0;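 active means mean activation of at least 80% with every replicate also reaching 80%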;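 further: 0% = neutral control wells and 100% = parthenolide positive control wells; values of inactives mirror those of a sister screen read the other way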
HTR5A ag: HTR5A agonism, opioid heterodimer counter-screen | HTR5A agonist assay, luminescence, cell-based | P47898 | hit rate 0.61% among 340,000 | activation, % at 9.3 µM; in the data active means activation mostly above about 9.5%, no sharp cut-off; inactive means mostly below about 7.6%;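 further: 0% = cells with vehicle only and 100% = reference agonist; strong numbers were not always called active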
Target sequence (P47898 whole entry, looked up): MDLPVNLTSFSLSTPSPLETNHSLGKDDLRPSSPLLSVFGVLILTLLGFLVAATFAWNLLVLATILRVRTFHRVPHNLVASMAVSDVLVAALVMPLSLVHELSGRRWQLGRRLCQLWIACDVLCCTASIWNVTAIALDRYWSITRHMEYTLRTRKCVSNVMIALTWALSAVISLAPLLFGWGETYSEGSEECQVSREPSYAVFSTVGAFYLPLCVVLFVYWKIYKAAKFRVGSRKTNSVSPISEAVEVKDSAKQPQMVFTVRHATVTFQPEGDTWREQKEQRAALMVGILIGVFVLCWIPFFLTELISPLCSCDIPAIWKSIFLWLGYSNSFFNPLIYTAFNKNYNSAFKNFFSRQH
HTR5A inv ag: counter-screen for OPRM1-OPRD1 inverse agonists: human HTR5A inverse agonism; P47898; HTR5A cell line, luminescence; inhibition, % at 9.3 µM; hit rate 0.083% among 340,000; in the data active means inhibition mostly above about 23%, no sharp cut-off; inactive means mostly below about 18%;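 further: 0% = cells with DMSO and 100% = no-cell wells with DMSO; some compounds called inactive have numbers as strong as hits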
dFosB act: activators of mouse delta FosB homodimer. activation, % at 25 µM. purified delta FosB, TAMRA-CDK5 oligo fluorescence polarization; percent of positive-control signal above neutral wells. hit rate 0.99% among 340,000;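 active means mean activation above about 17%, with every replicate also reaching it, limit read from the data, passing the limit was not always enough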;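 further: fluorescence polarization rise as delta FosB binds a TAMRA Cdk5 AP-1 oligo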
Target sequence (P13346 whole entry, looked up): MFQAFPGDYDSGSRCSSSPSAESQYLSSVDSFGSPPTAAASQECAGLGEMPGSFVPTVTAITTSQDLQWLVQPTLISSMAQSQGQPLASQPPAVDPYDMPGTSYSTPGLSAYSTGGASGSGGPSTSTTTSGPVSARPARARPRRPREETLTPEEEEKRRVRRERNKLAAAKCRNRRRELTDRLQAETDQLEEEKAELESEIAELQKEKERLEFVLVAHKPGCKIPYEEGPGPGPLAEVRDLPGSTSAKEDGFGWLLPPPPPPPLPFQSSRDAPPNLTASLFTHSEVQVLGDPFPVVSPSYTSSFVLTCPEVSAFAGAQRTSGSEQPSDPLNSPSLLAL
PvdQ acylase: P. aeruginosa PvdQ acylase inhibition; purified PvdQ acylase, fluorescence plate reader; inhibition, % at 10 µM; hit rate 0.063% among 340,000; AID 488965; in the data active means inhibition above about 30%, passing the limit was not always enough;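 further: 0% = vehicle neutral wells and 100% = reference inhibitor wells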
Starred values were filed as active, the others as inactive; nt = no result given; & = joins results of further samples.

Every second line gives: dFosB act	CDK5 inh	HTR5A inv ag	NSD2 HMT inh	SR-BI HDL uptake	Wnt bcat act	V-ATPase pH	PvdQ acylase	MITF TRPM1 HTS	HTR5A ag
OCc1nc2nc(Cl)c(Cl)nc2[nH]1
→ -8	1.1	4	-3	-7	0	1	-3	3	-1
COc1ccc(-c2nc3c(c(=O)n(C)c(=O)n3C)n2CC2CC(c3ccccc3)=NO2)cc1OC (centres undefined)
→ -6	0.2	-14	-1	-20	nt	2	-1	0	6
CC[N+]1(CC)CC2=Cc3ccccc3CC2C1 (centres undefined)
→ -2	-2.6	4	34	7	-3	7	-8	11	-6
COCCn1c(SCC(=O)N2CCc3ccccc32)nc2c(c1=O)SC(C)C2 (centres undefined)
→ -3	1.0	-7	nt	10	3	1	-12	-4	3
CN(Cc1c(F)cccc1Cl)C(=O)c1ccc(NS(=O)(=O)c2ccc3[nH]c(=O)[nH]c3c2)cc1
→ -10	-0.4	-11	2	-13	-3	1	9	10	4
O=C(NC1CCCCCC1)c1ccc2nc3cc(Cl)ccc3c(=O)n2c1
→ -7	-5.4	4	nt	14	-1	-4	-21	14	-1
Clc1cccc(-c2nc(NCC3CCCO3)c3ccccc3n2)c1 (centres undefined)
→ -28	-1.5	33	nt	56	-2	0	-8	9	-1
N#C/C(=C\c1ccc(OC(=O)c2ccc(Cl)s2)cc1)c1nc2ccccc2[nH]1
→ -6	-0.8	30	nt	-15	nt	-2	-5	72	3
O=C(Nc1ccccc1)c1ccc2nc(-c3ccco3)c(-c3ccco3)nc2c1
→ -20	1.4	-1	1	51	nt	-3	0	10	4
CC1Sc2ccc(C(=O)Nc3cc(S(C)(=O)=O)ccc3Cl)cc2NC1=O (centres undefined)
→ -8	1.4	2	0	36	2	-4	-4	22	-1
COc1ccc(/C(O)=C2/C(=O)C(=O)N(CC3CCCO3)C2c2ccc(O)c(OC)c2)cc1 (centres undefined)
→ 0	1.3	6	2	-12	-1	-1	-3	7	-2
CN(C(=O)COC(=O)c1ccc(Cl)c(S(=O)(=O)N2CCCCCC2)c1)C1CCS(=O)(=O)C1 (centres undefined)
→ -6	0.4	-24	-1	15	-2	0	-11	-13	9
CCn1c(SCC(=O)N2CCCC(C)C2)nc2c1c(=O)n(C)c(=O)n2C (centres undefined)
→ 0	1.2	1	nt	-7	-3	0	-6	3	2
CC(OC(=O)C1CCN(S(=O)(=O)c2ccc(Cl)cc2)CC1)C(=O)N1CCc2ccccc21 (centres undefined)
→ -12	-0.9	-47	2	nt	nt	-2	-15	-11	3
COc1cc(N=c2ssnc2Cl)c(OC)cc1Cl
→ -5&0	-0.2&1.0	-1&-4	3	10&-10	4	0&2	-11&-17	-16&-20	0&7
COc1ccc(C(=O)N=c2sc3ccccc3n2C)cc1
→ -4	2.4	-14	nt	14	19	-1	3	57	5
COc1cccc(OC)c1C(=O)OCC(=O)N(c1ccccc1)C1CCCCC1
→ -12	-0.4	-3	-3	-3	-3	5	15	4	4
CCC(Sc1nc(=O)cc(N)n1-c1ccccc1)C(=O)Nc1cc(C)on1 (centres undefined)
→ -3	-0.3	-4	0	-10	nt	-3	9	11	-6
COc1ccc(CNc2nnnn2C)cc1
→ -3	0.1	-5	-1	-14	-1	1	-8	1	1
COc1ccccc1C(=O)C1CCCN(Cc2ccc3c(c2)OCCO3)C1 (centres undefined)
→ -3	3.0	-17	3	nt	-5	2	7	1	6
O=C(O)CCC(=O)Nc1ccc(Cc2ccc(NC(=O)CCC(=O)O)cc2)cc1
→ -10	1.4	-4	-10	-25	nt	0	-8	3	7
C=CCNC(=O)c1sc(SC)cc1-c1ccc(Cl)cc1
→ 1	0.7	8	-4	74*	-2	9	9	2	-3
CC(=O)c1ccc(OCCCC(=O)Nc2ccc3c(c2)OCCO3)cc1
→ -4	0.2	-18	2	-12	-4	-3	6	-1	-5
Nc1ccc(Cl)cc1/C(=N/O)c1ccccc1
→ -1	1.5	-22	-1	-9	nt	1	-1	10	-3
O=C(COC(=O)c1ccc(CO)cc1)Nc1ccc2ccccc2c1
→ 1	-1.6	4	-1	6	2	2	-13	7	-2
Cc1c(C(=O)NCc2ccco2)cccc1[N+](=O)[O-]
→ -2	-2.1	-40	-1	-9	-2	2	6	1	6
CCC1(COC(NC(=O)c2cccnc2)(C(F)(F)F)C(F)(F)F)COC1
→ -1	1.3	-18	-2	-44	0	-3	-11	4	-1
O=C(CNC(=O)c1ccc(Cl)cc1)c1ccc(Br)cc1
→ 5	2.4	-3	-1	-24	-2	-1	-7	15	1
Cc1ccc(CNC(=O)COC(=O)c2cnccn2)cc1
→ 1	-0.5	14	-3	-28	-1	-2	-12	-11	2
Cc1ccc(NC(=O)c2ncn(CC(=O)N[C@H](CO)Cc3c[nH]c4ccccc34)n2)cc1C
→ 2	1.2	-15	nt	8	0	2	-1	9	4
O=C(CCNS(=O)(=O)c1ccc(Cl)cc1)NCc1cccs1
→ -6	-2.9	12	-5	-2	0	-3	3	5	12
COc1cc(C(=O)NC(=S)Nc2ccc([N+](=O)[O-])cc2)cc(OC)c1OC
→ 1	0.2	-9	2	10	-11	-3	4	16	-5
CC(C)(C)c1ccc(OCC(=O)Nc2ccc(C(=O)Nc3ccccc3C(=O)O)cc2)cc1
→ -15	-0.3	-5	1	-9	-4	-4	-4	-4	0
COc1ccc(-c2nc(NC(=O)Cn3c(=O)oc4ccccc43)sc2C)cc1
→ 3	-0.8	-10	3	55	-2	-4	7	-9	4
COc1cc(OC)cc(C(=O)OCC(=O)NC(C)CCc2ccccc2)c1 (centres undefined)
→ -4	-3.0	-16	-1	nt	-3	-2	-28	1	6
Brc1cc2c(cc1C1OCCO1)OCO2
→ 5	1.1	-2	1	-18	-2	-5	-1	8	1
CCN1C(=O)C(CC(=O)Nc2ccc(F)cc2)N(Cc2ccco2)C1=S (centres undefined)
→ -1	0.6	6	-2	4	-1	2	-2	-5	-3
O=C(Nc1cccc(Cl)c1)Nc1nnc(CSCCOc2ccc(Cl)cc2)s1
→ -3	-2.7	-25	3	62	nt	0	7	-67	5
O=c1[nH]n2c(C(F)(F)F)cc(C3CC3)nc2c1N=Nc1ccccc1
→ 1	-0.9	9	4	0	-2	2	3	-1	-4
N=C(N)c1ccc(/C=C/c2ccc(C(=N)N)cc2O)cc1
→ 12	2.0	28	13	-26	2	-7	7	5	6

Next section (two carried over from the part before).
Every second line gives: dFosB act	CDK5 inh	HTR5A inv ag	NSD2 HMT inh	SR-BI HDL uptake	Wnt bcat act	V-ATPase pH	PvdQ acylase	MITF TRPM1 HTS	HTR5A ag
O=c1[nH]n2c(C(F)(F)F)cc(C3CC3)nc2c1N=Nc1ccccc1
→ 1	-0.9	9	4	0	-2	2	3	-1	-4
N=C(N)c1ccc(/C=C/c2ccc(C(=N)N)cc2O)cc1
→ 12	2.0	28	13	-26	2	-7	7	5	6
COc1ccc(C)cc1NC(=O)C(Sc1nnc(Nc2cc(C)ccc2OC)s1)c1ccccc1 (centres undefined)
→ -1	0.0	3	0	50	nt	3	1	-25	-1
O=C(c1ccc(NS(=O)(=O)c2cccc([N+](=O)[O-])c2)cc1)N1CCN(C(=O)c2ccco2)CC1
→ -5	-2.6	1	-1	-63	-1	-2	-7	2	-5
Nc1ccc(N2CCN(c3ccc(F)cc3)CC2)cc1
→ -5	-2.2	-32	2	53	12	-2	-15	11	-2
Cc1c(S(=O)(=O)NC2CCCCC2)c(=O)n(C)c(=O)n1C
→ -4	2.4	-12	1	-11	0	-3	-2	-3	2
COc1ncccc1-c1nnn(-c2ccc(F)cc2)n1
→ -7	-1.0	-6	nt	-9	34*	-4	-2	-15	2
COc1ccc(NC(=O)COc2ccc(C(=O)NC3CCCc4ccccc43)cc2OC)cc1 (centres undefined)
→ 4	0.4	-2	5	46	-6	-2	-11	-6	0
CN(Cc1ccccc1)Cc1c[nH]c2ccccc12
→ 2	-1.1	-6	5	-3	-4	-1	3	-8	-3
COc1ccc(N(C(=O)Cn2nnc(-c3ccc(Cl)cc3)n2)C(C(=O)NCC2CCCO2)c2ccncc2)cc1 (centres undefined)
→ -10	0.0	-6	-3	-12	-10	-2	-13	-9	2
N#Cc1ccccc1COC(=O)c1cc(=O)c2ccccc2o1
→ 0	0.6	-5	-4	-15	2	-4	1	11	-1
COc1ccc(C(=O)Nc2ccc(NC(=O)c3ccccc3F)cn2)cc1
→ -8	2.3	-22	-1	nt	-2	1	7	11	-1
COc1ccccc1C(=O)NNC(=O)c1ccc(C)cc1
→ 1	-1.5	-11	-2	7	-1	-2	-21	nt	3
CCN(CC)Cc1c(C(=O)N/N=C/c2cccs2)nnn1-c1nonc1N
→ -3	1.6	11	-1	nt	0	6	10	nt	-4
Cc1cc(C(=O)N/N=C/c2cccnc2)c(C)o1
→ -6	-1.1	11	4	-3	nt	4	-19	16	-4
Cc1ccc(N2C(=O)/C(=C/c3ccco3)SC2=S)cc1
→ -8	-1.6	-28	0	3	13	0	-9	1	12
Cc1cc(C)nc(SCC(=O)NN=C2CCCC2)n1
→ 6	-2.3	8	0	5	-1	-4	-26	-2	-3
COc1ccccc1C(=O)OCC(=O)N1CCC(Cc2ccccc2)CC1
→ -4	1.7	2	2	-2	10	-3	-3	32	-2
O=c1c2ccccc2sn1-c1ccc(F)cc1
→ 5	3.3	-9	nt	-9	15	-2	1	-9	-1
C=CCOC(=O)C(C#N)c1nc2ccccc2nc1N1CCN(c2ccccc2OCC)CC1 (centres undefined)
→ -8	-1.4	17	1	35	-2	0	2	-5	-5
Cc1ccccc1NC(=O)CN1C(=O)S/C(=C/c2cccnc2)C1=O
→ -3	nt	0	-3	-4	-1	-3	-6	10	2
CCn1cc(C2=NOC(C(=O)Nc3ccccc3C(=O)OC)C2)c(C)n1 (centres undefined)
→ -11	-2.0	-2	-3	10	-2	7	11	7	-4
CC[C@]12c3[nH]c4ccccc4c3CCN1C(=O)C(CC(=O)NCc1ccc(OC)c(OC)c1)C[C@@H]2C(=O)N1CCN(C(=O)C2CC2)CC1 (some centres undefined)
→ -8	-5.9	-16	nt	46	-1	3	-21	18	5
C=CCn1c(SCC(=O)NCCCC)nc2scc(-c3ccco3)c2c1=O
→ -10	0.3	-9	-1	-1	-2	-1	19	-4	0
Cc1sc(NC(=O)CS(=O)(=O)c2ccccc2)c(C(N)=O)c1C
→ 7	-0.2	-17	nt	-12	13	1	-9	35	7
Cc1ccc2cc(CCNC(=O)C3CCCCC3)c(=O)[nH]c2c1C
→ -4	-1.5	-13	nt	-1	-1	2	-13	11	4
CC(C)Oc1ccc(C(=O)Nc2nnc(C3=COCCO3)o2)cc1
→ -6	0.1	-12	-2	-15	0	0	-12	4	1
Brc1ccc(-c2noc(COc3ccc4c(c3)CCC4)n2)o1
→ -5	1.6	9	nt	0	1	1	3	nt	-3
CCOc1ccccc1Nc1nc2ccccc2n1C(C)C
→ -3	1.1	-2	-2	42	-5	-2	-4	6	1
CCOc1ccccc1NC(=O)CSc1n[nH]c(=O)n1-c1ccccc1
→ -3	0.9	6	-1	0	-1	-2	-19	nt	-2
Cc1cccc(NC(=O)CSCC(=O)Nc2ccc(S(=O)(=O)N3CCCCC3)cc2)c1
→ -10	0.4	25	1	-15	0	3	-8	-12	-2
CCCCn1cnc2cc(C)c(C)cc21
→ -4	-0.8	-10	0	11	-2	0	-5	6	-1
O=C(NCc1ccccc1)c1onc(CSc2nc3ccccc3[nH]2)c1C(=O)NCc1ccccc1
→ -7	-0.8	15	nt	17	0	5	8	-16	-5
